GAA glycogen mod: inhibitors or activators of human alpha-glucosidase glycogen cleavage. Potency, µM (doses to about 76.4 µM), for inactives: at the highest dose activity change, negative = inhibition, usual class: inhibitors. recombinant GAA, glycogen substrate, Amplex Red glucose oxidase fluorescence. AID 2100. P10253. hit rate 0.38% among 300,000;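 also: 0% = full enzyme reaction and -100% = no-enzyme basal signal; the screen sought inhibitors and activators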
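qHTS, 1536-well; enzyme 4 nM final; cpd up to 77 uM; substrate bovine liver glycogen 30 ug; 50 mM citrate/phosphate pH 5.0, 0.01% Tween-20; 37 C, 40 min; Amplex Red detection 45 min RT; Hill fit → AC50.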
aGal spleen mod: alpha-galactosidase A (human) modulation; hit rate 0.008% among 240,000; AID 2107; Potency, µM (highest dose often 80 µM), for the others: at the highest dose activity change, negative = inhibition, actives largely listed as inhibitors; P06280; human spleen homogenate, 4MU-alpha-Gal fluorescence, 40 min;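 also: 0% = enzyme with vehicle and -100% = no enzyme basal signal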
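qHTS titration in buffer at pH 5.0. Alpha-galactosidase activity in spleen homogenate was measured via 4-methylumbelliferone release from 1 mM fluorogenic substrate after 40 min at 37C and a pH 10 stop. AC50 came from Hill fits of control-normalized data.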
NPSR antagonist: blocks cAMP signaling of the human neuropeptide S receptor | CHO-NPSR cells, cAMP TR-FRET, antagonist mode | Potency, µM (doses to about 38.3 µM), for the others: top-dose activity change, negative = inhibition, hits mostly inhibitors | hit rate 1% among 220,000 | AID 1461; also: % is scaled to controls: 0 for no effect and ±100 for the full control effect; nearly all actives have a fitted effect of over 50% in size; many of its hits are not listed in these tables
Target sequence (Q6W5P4 whole entry, looked up): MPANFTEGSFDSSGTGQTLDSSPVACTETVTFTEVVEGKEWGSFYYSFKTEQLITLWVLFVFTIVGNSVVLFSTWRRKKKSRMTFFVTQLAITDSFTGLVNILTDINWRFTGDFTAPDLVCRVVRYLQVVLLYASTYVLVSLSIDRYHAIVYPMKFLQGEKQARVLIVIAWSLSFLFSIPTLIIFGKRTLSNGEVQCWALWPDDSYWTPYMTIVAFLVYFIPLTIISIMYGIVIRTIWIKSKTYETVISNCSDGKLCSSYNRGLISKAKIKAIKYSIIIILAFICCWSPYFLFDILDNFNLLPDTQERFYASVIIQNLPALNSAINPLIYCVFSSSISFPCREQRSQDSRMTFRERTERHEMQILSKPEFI
GAA inhib: blocks human lysosomal alpha-glucosidase; P10253; purified human GAA, 4-MU-alpha-glucoside fluorescence; Potency, µM (series often up to 76.9 µM), without a hit: at the top dose activity change, negative = inhibition, usual class: inhibitors; hit rate 0.005% among 200,000; AID 1466;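 also: plate controls were uninhibited enzyme wells for no effect and no-enzyme background for full effect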
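Fluorescence at Ex 365/Em 440 nm from 4-methylumbelliferone reported enzyme activity after 20 min at room temperature. Reactions used 4 nM enzyme and 400 uM substrate at pH 5.0; curves fitted with the Hill equation.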
ALDH1A1 block: inhibitors of human aldehyde dehydrogenase 1A1; P00352; Potency, µM (series often up to 75.3 µM), for the others: at the top dose activity, negative = inhibition, hits mostly inhibitors; Purified ALDH1A1, NADH fluorescence, propionaldehyde substrate; hit rate 7.3% among 220,000; AID 1030; active = well fitted inhibition curve with a large enough effect, not every such curve was filed as active; inconclusive = small, poorly fitted or top-dose-only effect, or another doubt; inactive = no such curve, though single readings can be large or run the other way;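 also: plate controls were no enzyme wells and a reference inhibitor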
Target sequence (P00352 whole entry, looked up): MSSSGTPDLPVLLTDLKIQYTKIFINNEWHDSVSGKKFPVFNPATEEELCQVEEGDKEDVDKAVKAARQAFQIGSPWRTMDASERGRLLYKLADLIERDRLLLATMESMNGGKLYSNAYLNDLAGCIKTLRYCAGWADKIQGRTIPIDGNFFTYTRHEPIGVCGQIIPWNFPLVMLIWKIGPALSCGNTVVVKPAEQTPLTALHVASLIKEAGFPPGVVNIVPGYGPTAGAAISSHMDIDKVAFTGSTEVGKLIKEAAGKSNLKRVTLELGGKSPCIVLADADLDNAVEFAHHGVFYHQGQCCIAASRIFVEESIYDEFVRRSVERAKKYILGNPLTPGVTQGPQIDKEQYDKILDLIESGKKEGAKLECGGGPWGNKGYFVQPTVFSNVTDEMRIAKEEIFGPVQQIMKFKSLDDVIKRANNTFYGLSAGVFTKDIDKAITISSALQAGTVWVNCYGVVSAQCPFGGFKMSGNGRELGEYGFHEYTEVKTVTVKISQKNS
Tau fluor counter: counter-screen for tau fibril formation inhibitors | hit rate 0.93% among 280,000 | tau K18 P301L (four-repeat tau fragment) Alexa594 fluorescence, heparin fibrillization | Potency, µM (highest dose often 57.7 µM), without a hit: at the highest dose activity change, negative = decrease; also: % is scaled to controls: 0 for no effect and ±100 for the full control effect; nearly all actives have a fitted effect of over 55% in size
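Human K18 P301L tau (15 uM unlabeled plus 0.24 uM Alexa 594-labeled, final) in 100 mM sodium acetate pH 7 was mixed with compound and 20 uM heparin and incubated 6 hr at 37 C.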
aGlu spleen mod: inhibits or activates alpha-glucosidase in human spleen homogenate. hit rate 0.006% among 240,000. human spleen homogenate, 4-MU-alpha-glucoside fluorescence. P10253. Potency, µM (highest dose often 79.9 µM), for the others: at the top dose activity change, negative = inhibition, actives largely listed as inhibitors;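 also: 0% = enzyme with vehicle and -100% = no enzyme basal signal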
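AC50 values come from Hill-equation fits of concentration-response data, normalized to no-enzyme and full-activity controls. Enzyme source: 1 ug human spleen homogenate; 1 mM fluorogenic 4-MU glucoside, pH 5.0 citrate buffer, 37 C, 40 min.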
Epigenetic derep: regulators of epigenetic silencing causing reporter derepression in mouse cells; hit rate 0.2% among 280,000; Potency, µM (doses to about 53.9 µM), for the others: at the top dose GFP activation, hits mostly activators; murine LDR cells, GFP reporter derepression, 30 h; also: % of control where 0% means no effect; nearly all actives have a fitted effect of over 60% in size
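Reporter derepression read as number of fluorescent GFP-positive objects, 20-120 um in size, counted by laser-scanning cytometer. Mouse LDR line with an epigenetically silenced CMV-GFP locus; compound incubation 30 h, 37 C.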
Numbers without * were called inactive; ? = inconclusive; / = no result given; & = joins results of further samples; [ ] = another dose, or the depositor's remark. Unless noted, calls follow the shape of the dose curve; as a rule, active = well fitted curve in the direction sought with a large enough effect; inconclusive = small, poorly fitted or top-dose-only effect, or another doubt; inactive = no such curve, though single readings can be large; an effect the other way counts as inactive or inconclusive. Potency is read from the fitted curve at half-maximal effect. A portion of the library; the hit share may differ from the screen's.

SMILES | GAA glycogen mod | aGal spleen mod | NPSR antagonist | GAA inhib | ALDH1A1 block | Tau fluor counter | aGlu spleen mod | Epigenetic derep
COc1c(F)c(F)c(C(=O)O)c(Nc2ccccc2)c1F | 13% | 7% | -7%[46.1 µM] | 7% | -1% | 0% | -16% | -1.9%
COc1ccc(C(=O)Cc2ccc(OC)c(OC)c2)cc1 | 6% | -10% | -5%[46.1 µM] | -1% | 6% | -12% | -8% | -1.7%
O=C(Nc1ccccc1)N1CCCC2CCCCC21 (configuration not stated) | 0% | -8% | -14%[46.1 µM] | -6% | -12% | -7% | 2% | -1.0%
CCCNc1ccc(S(=O)(=O)N(CC)CC)cn1 | -4% | 4% | 1% | 3% | -15% | 0% | 5% | -1.3%
O=C(Nc1ccc(-c2ccc3nncn3n2)cc1)C1CCCCC1 | 0% | -3% | -3% | -4% | ? | -8% | -6% | 3.4%
CCOc1ccccc1-c1nnc(SCC(=O)Nc2ccccc2)o1 | 0% | 1% | -21%[46.1 µM] | 1% | -8% | -15% | 1% | -2.1%
COc1ccc(NS(=O)(=O)c2cccc(Cl)c2)cc1S(=O)(=O)N1CCCCC1 | -5% | -1% | -19% | -5% | 16µM* | 4% | 4% | 1.8%
COC(=O)c1ccc(-c2ccco2)n1Cc1nc(-c2ccc(OC)c(OC)c2)oc1C | -2% | -1% | ? | -13% | 7.9µM* | 4% | -7% | 6.4%
CS(=O)(=O)c1ccc2nc(NC(=O)Nc3ccc(Cl)cc3)sc2c1 | 13% | 3% | -1% | 1% | 3% | -15% | -9% | 2.1%
COC(=O)CSc1nc2c(c(=O)n(C)c(=O)n2C)n1CCC(C)C | -1% | -16% | -4%[46.1 µM] | ? | 13µM* | -9% | -8% | -1.9%
c1ccc(-c2cc(-c3nnco3)c3ccccc3n2)nc1 | -5% | -7% | -26% | 1% | 3% | -3% | -3% | -1.1%
C=CCSc1nnc(-c2ccccc2NC(=O)CC)c(=O)[nH]1 | 0% | 2% | 2%[46.1 µM] | -4% | 10% | 3% | 6% | 1.0%
COc1ccc2oc(=O)c(C(C)=O)cc2c1 | 0% | 0% | -5%[46.1 µM] | -3% | ? | -1% | 0% | -1.5%
Cc1cccc(OCC(=O)Nc2cccc(C(=O)NCC(C)C)c2)c1 | 5% | 1% | 10% | -7% | 14% | 0% | 4% | -1.8%
CC1CCN(S(=O)(=O)c2ccc(C(=O)Nc3nnc(-c4ccncc4)o3)cc2)CC1 | -1% | -2% | -20% | 1% | -2% | 2% | -3% | 2.3%
CCOC(=O)c1ccc(N2C(=O)CC(N3CCN(C(=O)c4ccccc4)CC3)C2=O)cc1 (configuration not stated) | -6% | -1% | -1% | 5% | 3.5µM* | 9% | -1% | 0.0%
Cc1cccc(-c2nc(CS(=O)CC(=O)NCc3cccs3)c(C)o2)c1 (configuration not stated) | -2% | 3% | -9%[46.1 µM] | -5% | -8% | -14% | 2% | -0.5%
CCOC(=O)C1CCCc2c1[nH]c1ccc(Cl)cc21 (configuration not stated) | 1% | -7% | 22% | -11% | -6% | ? | -4% | 12%
CCN(CC)C(=O)CS(=O)CC(=O)Nc1cc(OCCOC)c(Cl)cc1Cl (configuration not stated) | -8% | 11% | -2% | / | 0% | 6% | 2% | -1.2%
O=Cc1ccccc1-n1cccn1 | -5% | 1% | 6% | -3% | 1% | -2% | / | -1.2%
CCCC(=O)Nc1ccc2c(c1)C(=O)N(CCC(=O)O)C2=O | -3% | 1% | -6%[46.1 µM] | 6% | ? | 2% | -5% | -1.1%
COCCC1CCCCN1C(=O)c1cccc(OC2CCN(C3CCCC3)CC2)c1 (configuration not stated) | -8% | 2% | -32% | -1% | 20% | -7% | 3% | -2.5%
COC(=O)COc1ccc(/C=C2/SC(=O)N(CC(=O)N3CCCC3)C2=O)cc1Br | 1% | 5% | -12%[46.1 µM] | -2% | -2% | -8% | 1% | -1.2%
COc1cc(OC)cc(C(=O)/C=C2\Sc3ccccc3N2C)c1 | -8% | 8% | ? | / | ? | -22% | 6% | ?
Cc1ccccc1Oc1cc(NC(=O)CCCn2nc(C)c([N+](=O)[O-])c2C)cc([N+](=O)[O-])c1 | -7% | -4% | -55% | 1% | -5% | ? | -6% | -1.1%

Part of the list above in order of heavy-atom count, largest number first:
SMILES | GAA glycogen mod | aGal spleen mod | NPSR antagonist | GAA inhib | ALDH1A1 block | Tau fluor counter | aGlu spleen mod | Epigenetic derep
CC1CCN(S(=O)(=O)c2ccc(C(=O)Nc3nnc(-c4ccncc4)o3)cc2)CC1 | -1% | -2% | -20% | 1% | -2% | 2% | -3% | 2.3%
COC(=O)COc1ccc(/C=C2/SC(=O)N(CC(=O)N3CCCC3)C2=O)cc1Br | 1% | 5% | -12%[46.1 µM] | -2% | -2% | -8% | 1% | -1.2%
COc1ccc(NS(=O)(=O)c2cccc(Cl)c2)cc1S(=O)(=O)N1CCCCC1 | -5% | -1% | -19% | -5% | 16µM* | 4% | 4% | 1.8%
CCN(CC)C(=O)CS(=O)CC(=O)Nc1cc(OCCOC)c(Cl)cc1Cl (configuration not stated) | -8% | 11% | -2% | / | 0% | 6% | 2% | -1.2%
Cc1cccc(OCC(=O)Nc2cccc(C(=O)NCC(C)C)c2)c1 | 5% | 1% | 10% | -7% | 14% | 0% | 4% | -1.8%
CS(=O)(=O)c1ccc2nc(NC(=O)Nc3ccc(Cl)cc3)sc2c1 | 13% | 3% | -1% | 1% | 3% | -15% | -9% | 2.1%
C=CCSc1nnc(-c2ccccc2NC(=O)CC)c(=O)[nH]1 | 0% | 2% | 2%[46.1 µM] | -4% | 10% | 3% | 6% | 1.0%
COc1ccc(C(=O)Cc2ccc(OC)c(OC)c2)cc1 | 6% | -10% | -5%[46.1 µM] | -1% | 6% | -12% | -8% | -1.7%
CCCNc1ccc(S(=O)(=O)N(CC)CC)cn1 | -4% | 4% | 1% | 3% | -15% | 0% | 5% | -1.3%
O=Cc1ccccc1-n1cccn1 | -5% | 1% | 6% | -3% | 1% | -2% | / | -1.2%

Later entries:
SMILES | GAA glycogen mod | aGal spleen mod | NPSR antagonist | GAA inhib | ALDH1A1 block | Tau fluor counter | aGlu spleen mod | Epigenetic derep
CCCN1CNC(=S)N(CC2CCCO2)C1 (configuration not stated) | -1% | -1% | 19% | 1% | -1% | 5% | 1% | -1.3%
CCCOC(=O)CSC1=C(C#N)C(c2ccccc2OC)C(C#N)C(=O)N1 (configuration not stated) | 26% | -17% | -4%[46.1 µM] | -5% | -12% | -21% | -6% | 0.0%
O=[N+]([O-])c1ccc(C[n+]2cccc3ccc4cccnc4c32)cc1 | -7% | -4% | 28% | -6% | ? | 3% | 5% | 1.1%
COc1ccccc1NC(=O)c1ccc(NC(=O)COC(=O)C2CCCO2)cc1 (configuration not stated) | -2% | -17% | -1% | 2% | -1% | -13% | -2% | -0.3%
CCOC(=O)C1CCN(Cc2ccc(F)c(Br)c2)CC1 | -2% | -1% | -10%[46.1 µM] | 7% | 5% | 0% | -3% | 0.0%
O=C(Nc1ccccc1)N1CCCC1 | 1% | -3% | 0%[46.1 µM] | 4% | 9% | -7% | 2% | -0.2%
Cc1ccc(CNC(=O)Cn2c(=O)c3sccc3n(Cc3cccc([N+](=O)[O-])c3)c2=O)cc1 | 3% | 7% | 10% | -1% | 3% | 0% | -1% | 2.1%
CCOC(=O)C(=O)NC12CC3CC(CC(C3)C1)C2 | 3% | 0% | 5% | -1% | 1% | 2% | 1% | 4.8%
CCCCCCOC(=O)C(C#N)c1nc2ccccc2nc1N1CCOCC1 (configuration not stated) | -12% | -7% | ? | -8% | 27% | 3% | 1% | -1.0%
CCCN1CCC(N(C)CCc2ccc(OC)c(OC)c2)CC1 | -4% | 5% | 18%[46.1 µM] | -8% | 5% | -2% | 7% | -0.7%
CC(C)(C)NC(=O)COC(=O)Cc1ccc(Cl)cc1 | 4% | 8% | -9%[46.1 µM] | -7% | -1% | -9% | 3% | 1.4%
O=C(O)CCCCC1SCC2NC(=O)NC21 (configuration not stated) | 14%&-1% | 8%&2%&-1% | -12% | -1%&-8% | -2%&5%&16% | -3%&-2%&-8% | -2%&-1%&-11% | 5.3%&0.0%&0.7%
COCCN1C=C2C(=O)C(C)(OC(=O)CCc3ccccc3)C(=O)C=C2C=C1c1ccc(C#N)cc1 (configuration not stated) | 10% | 5%[17.5 µM] | -6% | / | -1%[13.5 µM] | -9%[11.6 µM] | 9%[17.4 µM] | -1.1%
CCN(CC)CCNc1nc(-n2nc(C)cc2C)nc2sc3c(c12)CC(C)(C)OC3 | -13% | -21% | -32% | / | / | -6% | -6% | 0.0%
OCC1OC(c2ccccc2)C=CC1Oc1ccc(C2CCCC2)cc1 (configuration not stated) | / | -15%[17.5 µM] | / | / | 2%[13.5 µM] | -14%[11.6 µM] | 0%[17.4 µM] | 1.1%[10.1 µM]
CCOC(=O)CCCSc1nc2sc3c(c2c(=O)[nH]1)CCC3 | 2% | 2% | -24%[46.1 µM] | 3% | -2% | -8% | 0% | 0.0%
COc1ccc(NCc2nnc(SCC(=O)NCc3ccccc3)n2-c2ccccc2OC)cc1 | -12% | 0% | ? | -3% | ? | -14% | -1% | 0.5%
COc1cccc(-c2noc(CCC(=O)Nc3cccnc3)n2)c1 | -16% | -1% | 0%[46.1 µM] | -7% | 3% | -6% | -4% | 1.0%
O=C(Nc1c(-c2ccccc2)nc2ccccn12)c1ccco1 | 2% | 5% | 7%[46.1 µM] | 6% | -12% | -1% | -5% | 3.2%
Cc1cc(NC(=O)c2ccc3c(c2)C(=O)N(C2CCCCC2)C3=O)no1 | 8% | 2% | -5%[46.1 µM] | -13% | 0% | 0% | -7% | -1.8%
Cc1ccc(NS(=O)(=O)c2cc(C(=O)NCc3ccccn3)ccc2Cl)cc1 | -5% | 0% | -15%[46.1 µM] | 5% | 11% | -8% | 0% | -0.9%
CN(NC(=O)Nc1ccc(Cl)cc1)c1c(Cl)c(Cl)nn1C | 4% | 2% | -34% | -3% | -3% | -5% | 0% | -1.1%
Cc1c([N+](=O)[O-])c([N+](=O)[O-])nn1CC(=O)N1CCOCC1 | 8% | 3% | 6% | 6% | -3% | -7% | -9% | -0.1%

Source: PubChem (National Center for Advancing Translational Sciences (NCATS))
